Source: PubChem
GSK3 alpha inh: blockers of GSK3A enzyme activity – biochemical, luminescence, cell-free homogeneous, HTS, primary screen; Glycogen synthase kinase-3 alpha (Homo sapiens), P49840; GSK-3 alpha kinase, ADP-Glo luminescence, 60 min; inhibition, % at 10 µM; actives 0.1% (n = 320,000);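 in the data active = inhibition above about 50%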;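 note: GST-tagged GSK-3 alpha with peptide substrate and 25 µM ATP; 0% = DMSO neutral wells and 100% = GW8510 positive control wells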
AI-2 QS modul: Vibrio harveyi AI-2 quorum sensing modulators, primary screen, JMH597 strain, luminescence/OD600 ratio; Vibrio harveyi JMH597 AI-2 luminescence/OD600 ratio, 9 h; hits give low values; strain lacks LuxN and CqsS sensors; 0 = neutral-control median; activity change, % at 7.5 µM; actives 0.4% (n = 300,000); in the data active = activity change below about -75%, passing the limit was not always enough; inconclusive = no clear call, values can overlap the other calls;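 note: luminescence divided by OD600 gain over 9 h not by final OD600 alone; inactives centre near 13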
PolyA inhibitor: polyadenylation inhibitors in yeast reporter cells, primary screen, luminescence, S. cerevisiae | actives 0.02% (n = 300,000) | calls only at 12 µM | AID 1875, 2009 | S. cerevisiae SKY197-pL101 polyadenylation reporter, beta-gal luminescence; efflux-impaired pdr1/pdr3 knockout yeast; score 100 = 6 SD above DMSO;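 active = lowest replicate activity score at least 50, where 100 means six control SD above control mean; inconclusive = lowest score under 50 but half or more replicates reach 50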;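 note: yeast exposed to compound for 9 h at 30 °C; higher score means more reporter readthrough which indicates perturbed polyadenylation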
HSP90 refold inh: HSP90 inhibitors, primary screen, cell lysate, luminescence; inhibition, % at 5.6 µM; Rabbit reticulocyte lysate, luciferase refolding luminescence, 3 h; AID 1789, 2009; actives 0.91% (n = 290,000);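 active = inhibition above the screen-wide mean plus 3 SD, computed separately per campaign, cut at about 16% in these data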;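 note: 0% = DMSO wells and 100% = 60 µM geldanamycin wells; inhibitors lower the luminescence because luciferase stays unfolded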
HSF-1 act: HSF-1 activators, primary screen, NIH3T3-HGL cells, MG132 stress, luminescence, single point; actives 1.7% (n = 300,000); NIH3T3-HGL HSF-1 luciferase reporter, 8 h; 100% = twice DMSO control signal; activation, % at 9 µM;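 active = mean replicate activation of at least 50% with a set share of replicates each reaching 50%; inconclusive = only one of those two conditions met; inactive = mean below 50% and too few replicates reaching it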;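 note: 0% = median of the neutral control wells and 100% = twice that signal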
HSF1 inh: HSF1 inhibitors in luciferase reporter cells, primary screen, cell-based, NIH3T3, luminescence. NIH3T3-HGL HSE-luciferase, MG132-induced, luminescence 8 h; hits give low values. activity change, negative = inhibition, % at 7.5 µM (by protocol). actives 0.77% (n = 300,000);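 active = more than half of replicate wells show activity change below -50%, luminescence cut by over half; inconclusive = some wells, but at most half, below -50%; inactive = no replicate well below -50%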;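 note: luciferase reports HSF-1 transcriptional activity via heat shock element; 0% = median of DMSO wells and -100% = zero luminescence signal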
Platelet DG rel: inhibitors of platelet dense granule secretion, primary screen, cell-based, MLPCN, human platelets. human platelet-rich plasma, SFLLRN dense granule ATP release, luminescence. inhibition, %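 (compounds screened at 7.5 µM in platelet-rich plasma)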. actives 0.22% (n = 300,000). AID 1663, 2009;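 active = mean replicate score, as percent of positive control, at or above 50; inconclusive = mean below 50 but at least one replicate at or above 50; inactive = mean and every replicate below 50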
Dyrk1A ADPGlo: rat Dyrk1A kinase inhibitors, primary screen, biochemical, single point, plate reader | Dual specificity tyrosine-phosphorylation-regulated kinase 1A (Rattus norvegicus), Q63470 | ADP-Glo luminescence, NFATc1 peptide | inhibition, % at 12.5 µM | actives 0.43% (n = 310,000) | AID 504441, 2011; in the data active = inhibition above about 50%;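 note: plate controls were vehicle with enzyme for no effect and no enzyme for full effect; many of its hits are not listed in these tables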
HDAC3 inhib: HDAC3 deacetylase inhibitors, primary screen, biochemical, fluorescence, cell-free homogeneous; inhibition, % at 8.3 µM; recombinant HDAC3, fluorogenic peptide/trypsin coupled; actives 0.15% (n = 320,000); Histone deacetylase 3 (Homo sapiens), O15379; AID 2718, 2010; in the data active = inhibition above about 26%, passing the limit was not always enough; inconclusive = no clear call, values can overlap the other calls
Target sequence (O15379 whole entry, looked up): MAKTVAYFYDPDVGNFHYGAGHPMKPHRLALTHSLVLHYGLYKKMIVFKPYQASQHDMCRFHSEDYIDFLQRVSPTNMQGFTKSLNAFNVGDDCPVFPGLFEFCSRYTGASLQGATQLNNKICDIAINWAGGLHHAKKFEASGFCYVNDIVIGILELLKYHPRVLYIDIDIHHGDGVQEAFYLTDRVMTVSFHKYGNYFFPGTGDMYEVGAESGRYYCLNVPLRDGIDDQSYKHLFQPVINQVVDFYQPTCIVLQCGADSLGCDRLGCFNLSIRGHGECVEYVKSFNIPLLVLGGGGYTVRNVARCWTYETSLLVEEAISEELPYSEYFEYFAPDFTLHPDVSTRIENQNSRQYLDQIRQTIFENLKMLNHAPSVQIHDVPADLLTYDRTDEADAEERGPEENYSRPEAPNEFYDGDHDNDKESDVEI
GSK3beta inhib: human GSK3beta kinase inhibitors, primary screen, biochemical, cell-free homogeneous, HTS. actives 0.038% (n = 300,000). Glycogen synthase kinase-3 beta (Homo sapiens), P49841. GST-GSK3beta kinase, ADP-Glo luminescence, 60 min; hits give low values. activity score (negative = inhibition), % at 10 µM. AID 2097, 2009;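 active = more than half of replicate wells score below -50%, meaning over 50% inhibition versus plate controls; inconclusive = some replicates but at most half score below -50%; inactive = no replicate scores below -50%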;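 note: 0% = median DMSO wells and -100% = median GW8510 positive control wells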
Target sequence (P49841 whole entry, looked up): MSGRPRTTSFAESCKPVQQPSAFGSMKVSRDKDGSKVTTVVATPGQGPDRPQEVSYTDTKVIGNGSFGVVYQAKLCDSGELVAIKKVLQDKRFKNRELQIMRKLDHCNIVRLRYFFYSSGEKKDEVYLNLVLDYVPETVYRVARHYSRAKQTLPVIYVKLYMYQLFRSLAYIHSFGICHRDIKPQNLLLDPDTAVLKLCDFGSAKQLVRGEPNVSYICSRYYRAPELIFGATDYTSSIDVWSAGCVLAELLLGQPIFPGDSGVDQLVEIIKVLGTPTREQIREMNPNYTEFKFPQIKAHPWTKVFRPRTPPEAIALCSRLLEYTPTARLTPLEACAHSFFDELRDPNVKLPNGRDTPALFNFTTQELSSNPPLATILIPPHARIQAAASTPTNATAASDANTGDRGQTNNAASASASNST
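Assay system: GST-fused GSK3beta enzyme, cell-free / Medium: Tris pH 7.5 buffer with MgCl2, DTT, BSA, heparin / Also added: peptide substrate plus 25 µM ATP (final) / Compound: 10 µM single point / Timing: kinase reaction with compound 60 min at room temperature / Detection: ADP-Glo luminescence / Benchmarks: DMSO neutral wells and GW8510 at 20 µM as positive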
* hit, by the source's call; i = inactive; ? = inconclusive; nt = not tested or not shown. A portion of the library; rates above refer to the full screens.

compound	HDAC3 inhib	Dyrk1A ADPGlo	GSK3 alpha inh	PolyA inhibitor	Platelet DG rel	GSK3beta inhib	HSP90 refold inh	AI-2 QS modul	HSF-1 act	HSF1 inh
Cc1ccc(N=C2NC(=O)c3cc([N+](=O)[O-])ccc32)cc1	3	-9	-1	i	-6	1	2	16	-42	-40
CCCCNC(=O)CNC(=O)c1nn(-c2ccc(OC)cc2)c(=O)c2ccccc12	2	-1	0	i	13	-1	-4	23	17	0
O=C(c1ccco1)N1N=C(c2cccs2)CC1c1ccco1 (centres undefined)	-5	3	-1	i	-4	6	4	3	64*	29
CCOc1ccc(Br)cc1S(=O)(=O)Nc1ncn[nH]1	4	-2	3	i	-31	1	8	3	-2	-2
O=C(NC1CCSC1=O)c1ccc(Cl)cc1 (centres undefined)	1	1	-4	i	3	1	1	-1	8	-9
O=C(NC1CC(=O)N(c2ccc(Cl)cc2)C1)C1CC1 (centres undefined)	-2	4	-3	i	-3	1	nt	18	-6	1
C=Cc1ccc2c(c1)N(C)C(=C)S2	10	3	2	i	13	2	5	14	18	7
CC(C)c1ccc(CN2CCSCC2)cc1	-1	-3	-2	i	1	0	-1	20	-3	-3
CCc1ccc(OCc2nnc(SCC(=O)NC3CCCCC3)o2)cc1	3	-6	0	i	3	0	8	16	9	21
CSc1ccccc1C(=O)Nc1nc2ccccc2c(=O)[nH]1	3	-6	-3	i	1	-1	-1	16	14	2
CCCc1[nH]nc2c1C(c1c(C)nn(-c3ccccc3)c1Cl)C(C#N)=C(N)O2 (centres undefined)	8	2	5	i	5	3	3	39	9	6
O=C(NC1CC1)c1c(O)c2ccccc2[nH]c1=O	0	-4	-2	i	-3	-2	-2	20	11	-2
CCC(=O)c1ccc(OCC(=O)Nc2cc(S(=O)(=O)N3CCCCC3)ccc2N2CCN(CC)CC2)cc1	0	1	-2	i	5	0	nt	24	18	12
O=C(NC1CCCCC1)C(=S)N1CCCC1	-1	-3	-1	i	0	-1	2	5	-7	-5
O=C(c1ccc(Cl)cc1Cl)c1ncc(C(F)(F)F)cc1Cl	-2	6	-2	i	8	2	-5	6	5	-2
COc1cccc(-c2cc(C(=O)Nc3cccnc3)no2)c1	-1	0	-18	i	7	0	11	8	78*	33
Cc1ccc(OCc2nnc(N)s2)cc1	1	-3	-1	i	-9	-2	-6	-2	2	5
CCC(=O)NCc1cc(-c2nn(C)c(=O)c3ccccc23)ccc1C	2	4	nt	i	-4	1	0	17	7	1
O=C(CSc1nnnn1-c1cccnc1)Nc1cccc(Cl)c1	-5	-4	8	i	-16	-3	4	8	28	1
CC(=O)c1ccc(N2CCN(C(=S)Nc3ccccc3F)CC2)cc1	6	3	0	i	2	-1	-2	6	30	-3
CC1(C)Cc2c(cnn2-c2ccc(F)cc2)C(NC(=O)c2ccco2)C1 (centres undefined)	-1	-3	-1	i	2	4	1	4	-14	3
Cc1ccc2c(C)c(C(=O)N3CCN(c4ncccn4)CC3)oc2c1C	nt	15	nt	i	-5	-1	2	12	8	7
COc1ccc(Nc2nc(C(=O)NCc3ccco3)cs2)cc1	9	20	5	i	2	0	1	68	11	0
CCc1ccccc1NC(=O)C(Cc1cccc(OC)c1OC)c1nn[nH]n1 (centres undefined)	-3	-10	-1	i	-1	3	2	3	-4	3
CCOc1ccc(NC(=O)Nc2cc(C(C)C)c(O)cc2C)cc1	2	-1	2	i	-1	-1	-3	21	-6	-2
COc1ccc(-n2nc(C(=O)Nc3nc4ccc(OC)cc4s3)c3ccccc3c2=O)c(OC)c1	-1	nt	-4	i	3	1	0	13	-4	-6
O=C(CCN=C1NS(=O)(=O)c2ccccc21)OCC(=O)c1ccccc1Cl	6	2	0	i	-9	-3	nt	19	3	-3
O=C1[C@H]2CC3CCC2(O3)[C@@H]2OCCCN12 (some centres undefined)	-3	7	-3	i	3	-2	nt	2	3	0
CCOC(=O)c1c(CN(CC)CC)n(-c2ccccc2)c2ccc(O)cc12	0	-2	0	nt	9	8	1	18	-3	-4
COc1ccc(S(=O)(=O)N2CCCC(C(=O)N3CCOCC3)C2)cc1OC (centres undefined)	3	-5	-2	i	7	0	-2	15	2	4
O=C1Cc2cc(NS(=O)(=O)c3ccc(Cl)cc3)cc3c2N1CCC3	-5	2	-1	i	1	0	nt	8	3	7
Cc1nc(C)n(CCNS(=O)(=O)c2ccc(C)c(C)c2)n1	-8	-1	-1	i	3	-1	-1	17	3	-6
CC(C)(O)C#Cc1ccc(C(=O)NCCc2ccc(S(N)(=O)=O)cc2)cc1	0	0	-3	i	2	4	3	31	13	-5
CCCCOC(=O)C1C2C=C[C@]3(CN(CCCOC)C(=O)[C@H]13)O2 (some centres undefined)	-3	-5	2	i	-5	3	0	21	-7	-3
CN(Cc1ccccc1)C(=O)COc1ccccc1	4	-1	3	i	-4	4	-2	7	-3	-5
Cc1ccnc(NC(=O)Nc2cccc(F)c2)n1	-2	2	nt	i	7	-1	-1	28	35	27
CC(=O)Nc1ccc(S(=O)(=O)N2CCSC2)cc1	-2	4	-1	i	-3	nt	-3	nt	21	-1
O=C(COC(=O)CCC(=O)c1ccc(Cl)cc1)NCCc1ccccc1	8	11	-2	i	1	-4	-6	7	0	4
O=C(COC(=O)/C=C/c1ccccc1)NCc1ccccc1Cl	-6	1	4	i	0	-5	-2	37	-4	-6
Cc1ccc(-c2nc(CSCC(=O)N3CCN(C(=O)c4ccco4)CC3)c(C)o2)cc1	7	2	1	i	-1	4	1	5	8	-5
Cc1ccc(CSCC(=O)NCCCN2CCOCC2)cc1	-3	-4	4	i	-4	-1	-1	26	-4	-12
COc1ccc(C)cc1NS(=O)(=O)c1ccc2c(c1)N(C)CCO2	0	0	0	i	6	2	1	9	12	9
Cn1c(NNC(=O)/C=C/c2ccc3c(c2)OCO3)cc(=O)n(C)c1=O	-4	11	5	i	-4	-2	0	10	3	-1
Cc1cc(=O)oc2cc(OCCSCCN3CCOCC3)ccc12	3	1	-2	i	?	1	2	12	13	-1
CC(=O)c1c(C)nc(-c2ccc(Cl)cc2)nc1NC(=O)C(C)C	0	-4	-1	i	20	0	1	10	4	-6
Cc1noc2ncnc(Oc3ccccc3Cl)c12	3	10	0	i	-5	1	-1	23	-7	4
CC(C)(C)OC(=O)NCCC(=O)Oc1ccc2ccc(=O)oc2c1	-26	-9	-3	i	7	0	-3	15	-9	2
COc1cccc(C(=O)Nc2ccc(Cl)c(C(F)(F)F)c2)c1	0	7	-2	i	3	0	0	-44	26	17
COc1ccc(Cn2c(C)nc([N+](=O)[O-])c2SCC(=O)O)cc1[N+](=O)[O-]	4	0	-2	i	-3	-2	0	27	-11	-9
Cc1ccc(-n2ccc(=O)c(-c3ccnc(SCc4cccc(Cl)c4)n3)n2)cc1	-4	2	-8	i	-8	0	0	21	-7	1

New compounds follow:
compound	HDAC3 inhib	Dyrk1A ADPGlo	GSK3 alpha inh	PolyA inhibitor	Platelet DG rel	GSK3beta inhib	HSP90 refold inh	AI-2 QS modul	HSF-1 act	HSF1 inh
CC(=O)c1cccc(N(C(=O)Cn2nnc3ccccc32)C(C(=O)NCC2CCCO2)c2ccc(N3CCOCC3)cc2)c1 (centres undefined)	-8	1	-3	i	0	2	0	8	-5	-10
CSc1ccc(NC(N)=S)cc1	1	-3	-1	i	2	2	0	-7	-17	-4
COc1ccccc1NC(=O)Cn1c(=O)oc2ccccc21	2	-5	0	i	-2	2	-1	24	-8	0
CC(C)(C)c1ccc(S(=O)(=O)Nc2ccccn2)cc1	-5	-1	-1	i	3	1	-3	8	-14	-6
Cc1cccc(C(=O)c2cn[nH]c2-c2ccc(C)cc2O)c1	5	10	-4	i	1	-2	-4	28	-18	-10
Cc1ccnc(N2CCN(C(=O)CSc3nc4ccccc4nc3N3CCC(C)CC3)CC2)c1	nt	-4	-2	i	6	0	-2	8	25	12
CC(=O)OCC(=O)[C@@]12OC(C)(C)O[C@@H]1C[C@H]1[C@@H]3C[C@H](F)C4=CC(=O)C=C[C@]4(C)[C@@]3(F)[C@@H](O)C[C@@]12C	3	nt	-4	i	11	0	1	20	-52	-45
COc1cccc(NC(=O)Cn2nnc(C(=O)NCc3ccc4c(c3)OCO4)c2N)c1	2	1	-3	i	-7	5	-2	7	43	3
CN(C(=O)c1ccc(Br)o1)C1CCS(=O)(=O)C1 (centres undefined)	-6	-3	0	i	0	-1	3	1	-5	-6
CCCCN(C)C(=O)c1nc2ccccn2c1CNCCCn1ncc2ccccc21	-1	1	-5	i	8	4	3	-4	4	6
Cc1ccc(-n2nc3ccc(N)cc3n2)cc1	-32	-4	-1	i	6	-2	-1	21	12	0
CCOC(=O)c1c(C)[nH]c(C(=O)OC(C)C(=O)NCc2ccccc2)c1C (centres undefined)	-3	-1	2	i	-2	0	nt	16	0	-6
CN1CCC(N2CCN(c3cccc(C(F)(F)F)c3)CC2)CC1	-6	0	0	i	1	0	6	5	-20	-2
Cc1cc(C)cc(NC(=S)NCCCN2CCOCC2)c1	-6	-16	-2	i	0	0	-1	5	-2	-5
CCOc1ccc(N2C(=O)C(c3ccccc3)=C(c3nc4ccccc4s3)C2NC(C)=O)cc1 (centres undefined)	6	-1	-2	i	6	-4	0	13	-13	-2
Fc1cccc2sc(Nc3nc4c(F)cccc4s3)nc12	-19	3	0	i	17	-2	-5	13	15	4
O=C(NCCNc1cc(Cl)ccc1[N+](=O)[O-])c1ccco1	0	6	1	i	22	2	-2	17	-16	-1
O=C(NC(=S)NCC1CCCO1)c1ccc(Cl)cc1 (centres undefined)	1	-2	0	i	2	-2	0	11	17	23
O=C(CCNc1cccc(Cl)c1)c1cccs1	-3	-6	-1	i	-9	2	-1	-46	27	10
COc1ccc(N2CCN(C(=O)Cn3c(=O)c4cccn4c4cccnc43)CC2)cc1	-4	-2	3	i	8	-1	-1	15	1	-3
